Yp Topo-I inh: inhibitors of Yersinia pestis topoisomerase I. Y. pestis Topo-I cleavage product accumulation, plate reader. activity, % at 10 µM. hit rate 0.064% among 360,000; in the data active = activity above about 50%, passing the limit was not always enough; inconclusive = no clear call, values can overlap the other calls; also: inactives centre near 2
PfHsp40 rescue: restores yeast growth despite PfHsp40 toxicity. S. cerevisiae expressing PfHsp40, growth rescue, ATP luminescence. growth rescue, % at 12.5 µM. hit rate 0.68% among 340,000. AID 504582; in the data active = growth rescue above about 28%, passing the limit was not always enough; inconclusive = no clear call, values can overlap the other calls;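 also: yeast W303a lacking pdr1 and pdr3 grown in galactose medium; growth measured after three days at 30 °C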
BoNT A protease: blocks Botulinum neurotoxin A light chain protease; inhibition, % at 10 µM; multiplex microsphere protease substrate cleavage, flow cytometry; hit rate 0.17% among 360,000; also: plate controls were buffer without enzyme for full effect and enzyme alone for no effect
SSB-PriA inh: K. pneumoniae PriA-SSBct interaction inhibition; AlphaScreen SSBct-PriA binding, biotinylated peptide; inhibition, % at 33 µM; hit rate 0.6% among 430,000; in the data active = inhibition mostly above about 37%, no sharp cut-off; inactive = mostly below about 20%;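 also: plate controls were negative control peptide for no effect and reference peptide for full effect; strong numbers were not always called active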
TcdB inh: TcdB glycohydrolase inhibition; inhibition, % at 9.99 µM; AID 652162; P18177; hit rate 0.24% among 350,000; TcdB glycohydrolase enzymatic assay, plate reader; in the data active = inhibition above about 10%
PrPC TRFRET: reduces human prion protein on the cell surface; AID 720596; P04156; cell surface PrPC, TR-FRET read-out; hit rate 0.43% among 370,000; inhibition, % at 13.8 µM; in the data active = inhibition above about 24%; also: 0% = median of the test wells and 100% = reference compound wells
3CLpro inhibitor: SARS-CoV 3CLpro protease inhibition | P0C6X7 | recombinant SARS-CoV 3CLpro, quenched FRET peptide cleavage | inhibition, % at 6 µM | hit rate 0.14% among 290,000 | AID 1706; in the data active = inhibition above about 12%
Vc quorum ag: quorum light induction in luxS cqsA deficient V. cholerae. V. cholerae BH1578 lux reporter, luminescence, 6 h. AID 588436. hit rate 0.16% among 350,000. activation, % at 18.7 µM; in the data active = activation mostly above about 9.7%, no sharp cut-off; inconclusive = no clear call, values can overlap the other calls; inactive = mostly below about 3.7%; also: not every result past the cut was called active; inactives centre near 0; reference of the scale not given here
Anthrax LF prot: inhibitors of Bacillus anthracis lethal factor protease; P15917; multiplex microsphere protease cleavage assay, LF; inhibition, % at 10 µM; hit rate 0.12% among 360,000; AID 588501; also: plate controls were buffer without enzyme for full effect and enzyme alone for no effect
Target sequence (P15917 whole entry, looked up): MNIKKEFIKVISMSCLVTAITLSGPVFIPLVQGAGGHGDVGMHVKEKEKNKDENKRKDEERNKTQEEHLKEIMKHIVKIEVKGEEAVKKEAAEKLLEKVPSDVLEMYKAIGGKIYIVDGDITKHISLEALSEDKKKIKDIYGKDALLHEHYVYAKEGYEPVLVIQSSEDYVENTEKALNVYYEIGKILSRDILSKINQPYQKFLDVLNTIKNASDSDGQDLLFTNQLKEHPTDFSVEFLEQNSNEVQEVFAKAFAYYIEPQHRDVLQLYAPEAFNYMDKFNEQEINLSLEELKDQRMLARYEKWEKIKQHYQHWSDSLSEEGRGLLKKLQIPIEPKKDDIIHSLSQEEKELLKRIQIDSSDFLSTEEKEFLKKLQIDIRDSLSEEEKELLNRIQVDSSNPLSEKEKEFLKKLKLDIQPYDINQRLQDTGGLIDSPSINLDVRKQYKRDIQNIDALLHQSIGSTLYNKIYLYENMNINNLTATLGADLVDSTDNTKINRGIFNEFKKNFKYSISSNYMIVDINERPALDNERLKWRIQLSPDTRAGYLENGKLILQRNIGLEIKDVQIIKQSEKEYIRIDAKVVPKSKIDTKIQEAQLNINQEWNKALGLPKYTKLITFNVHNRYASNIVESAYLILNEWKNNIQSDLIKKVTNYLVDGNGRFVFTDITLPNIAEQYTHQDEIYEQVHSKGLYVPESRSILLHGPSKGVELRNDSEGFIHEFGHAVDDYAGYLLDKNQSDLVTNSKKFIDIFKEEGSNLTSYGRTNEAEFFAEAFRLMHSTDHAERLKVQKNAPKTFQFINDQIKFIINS
* marks the source's active call; other numbers are inactive results; i = inactive; u = inconclusive; x = no result given; & = joins results of further samples. Rule as the data show it, unless noted: active = inhibition above about 30%; inconclusive = no clear call, values can overlap the other calls; inactive = below that.

SMILES | Yp Topo-I inh | PfHsp40 rescue | BoNT A protease | SSB-PriA inh | TcdB inh | PrPC TRFRET | 3CLpro inhibitor | Vc quorum ag | Anthrax LF prot
COCCNC(=O)C1CCCN(C(=O)c2ccc(SC(F)(F)F)cc2)CC1 (stereo unspecified) | -6 | x | 0.2 | x | 0.4 | 2 | x | 0.5 | -5
COc1ccc(CN(Cc2ccc(C(=O)O)cc2)C(=S)Nc2ccccc2Cl)cc1OC | -3 | -0.2 | -0.6 | -7 | 1.2 | 0 | 1 | i | -4
Cc1cccc(C)c1NC(=O)C1c2cccc[n+]2CC(=O)N1Cc1cccs1 (stereo unspecified) | -1 | -1.2 | 0.3 | -6 | -1.1 | -2 | 1 | -0.3 | -1
Cc1ccc(C(=O)NCc2ccncc2)cc1S(=O)(=O)Nc1cccc(C)c1C | 3 | 0.6 | 0.9 | 5 | 1.8 | 24* | -1 | -0.1 | 1
CCOC(=O)Cc1csc(NC(=O)CSc2nnc(-c3cccnc3)n2Cc2ccco2)n1 | -6 | -2.2 | -0.1 | -17 | x | 3 | 1 | -0.2 | 2
Oc1oc(-c2ccccc2)nc1C=NCc1ccncc1 | -2 | 0.7 | 0.5 | -7 | x | -5 | -3 | -2.1 | 0
COc1ccc(N2CCN(CCC3Oc4cc([N+](=O)[O-])ccc4NC3=O)CC2)cc1 (stereo unspecified) | 5 | -0.4 | -0.5 | 25 | 0.1 | -22 | 5 | 2.1 | -2
COC(=O)c1ccc(NCc2cc(O)ccc2O)cc1 | -6 | 1.6 | 0.2 | -6 | -26 | 4 | x | -0.8 | 1
CCN(Cc1ccccc1)S(=O)(=O)c1ccc(OC)cc1 | 17 | 2.6 | -2.0 | -56 | 2.0 | 1 | 2 | -0.3 | 9
Cc1ccc(NC(=O)NC2CCCCCCC2)c(C)c1 | 9 | -0.9 | 2.1 | -16 | 1.9 | 4 | 1 | 0.7 | 2

2 entries from above, as labelled records.
Molecule: CCOC(=O)Cc1csc(NC(=O)CSc2nnc(-c3cccnc3)n2Cc2ccco2)n1
  Yp Topo-I inh = -6	PfHsp40 rescue = -2.2	BoNT A protease = -0.1	SSB-PriA inh = -17	TcdB inh = x	PrPC TRFRET = 3	3CLpro inhibitor = 1	Vc quorum ag = -0.2	Anthrax LF prot = 2

Molecule: Oc1oc(-c2ccccc2)nc1C=NCc1ccncc1
  Yp Topo-I inh = -2	PfHsp40 rescue = 0.7	BoNT A protease = 0.5	SSB-PriA inh = -7	TcdB inh = x	PrPC TRFRET = -5	3CLpro inhibitor = -3	Vc quorum ag = -2.1	Anthrax LF prot = 0

(more compounds)
SMILES | Yp Topo-I inh | PfHsp40 rescue | BoNT A protease | SSB-PriA inh | TcdB inh | PrPC TRFRET | 3CLpro inhibitor | Vc quorum ag | Anthrax LF prot
CC(C)C(=O)Nc1ccc(NC(=O)c2cccc3c(Br)cccc23)cc1 | -2 | -1.9 | 2.1 | -4 | 1.9 | -8 | -3 | i | 3
CC(CCc1ccccc1)NC(=O)CNc1cccc([N+](=O)[O-])c1 (stereo unspecified) | -6 | 0.3 | 0.1 | -15 | 1.9 | -19 | 5 | -0.7 | 1
COc1ccccc1/C=C/C(=O)Nc1ccc2c(c1)CCC2 | -14 | -0.1 | 0.9 | -19 | x | 10 | 1 | i | 0
COc1ccc(OC)c(C2=NS(=O)(=O)N(C)C(C(=O)NCc3ccco3)=C2)c1 | -1 | 0.1 | 0.6 | 8 | -0.8 | -8 | 2 | -0.4 | 0
c1ccc2c(c1)CNc1ccccc1C2 | -7 | -0.6 | -30 | 7 | x | 2 | 4 | -0.2 | -54
Cc1ccc(NC(=O)N2CCC(c3nc4c(nnn4Cc4cccc(Cl)c4)c(=O)[nH]3)CC2)cc1 | 21 | 12 | -0.3 | 6 | x | -6 | -1 | -5.6 | -2
CNC(=O)N(O)C1N(/N=C/c2c(F)cccc2Cl)C(=S)SC1(C)C (stereo unspecified) | -1 | -0.1 | -0.8 | x | 0.3 | 10 | 4 | -0.6 | 8
Cc1c(C#N)c(O)n(CCO)c(=O)c1N=Nc1ccccc1 | 3 | -0.4 | -1.2 | -4 | -0.5 | 1 | -1 | -0.6 | 2
CN(C(=O)CSc1nnc(-c2n[nH]c3ccccc23)o1)c1ccccc1 | 4 | -0.4 | 0.1 | 4 | 2.2 | 0 | -1 | -0.4 | -1
CN(Cc1ccccc1)S(=O)(=O)c1ccc(OCC(=O)N2CCC(C(N)=O)CC2)cc1 | 5 | 0.3 | 1.7 | 8 | 1.5 | -3 | 2 | i | -7
CC(C)NS(=O)(=O)c1ccc(NC(=S)NC(=O)c2cccc([N+](=O)[O-])c2)cc1 | -6 | 0.2 | 1.1 | 1 | -0.4 | -6 | 0 | -0.1 | -6
N#CC1=C(SCC(=O)NC2CCCCC2)NC(=O)CC1c1ccco1 (stereo unspecified) | 3 | 0.0 | -0.4 | 1&-3 | x | 5 | 0 | -0.1 | 0
CCOC(=O)Nc1ccc2c(COC(=O)CNS(=O)(=O)c3cccc(Br)c3)cc(=O)oc2c1 | -4 | -1.7 | 0.1 | 4 | x | -3 | -3 | 0.7 | -1
CCCC1(CCC)NC(=O)N(CC(=O)Nc2ccc3c(c2)OCCO3)C1=O | -7 | -1.4 | -0.1 | -1 | 2.3 | -4 | x | i | 1
COC(=O)C1=CN(C)C=C(C(=O)OC)C1c1ccccc1Cl | 8 | 17 | -0.8 | -8 | x | 7 | 2 | -0.7 | -4
COC(=O)C1=C(c2ccc(OCc3ccccc3)cc2)C[C@@H]2CC[C@H]1N2C(=O)NCc1cccc(F)c1 | 30 | x | -0.6 | x | 0.8 | 13 | x | -0.4 | -1
CCN(CC)S(=O)(=O)c1ccc(Nc2nc3ccccc3n3nnnc23)cc1 | 11 | -0.6 | 0.2 | -15 | x | 0 | 2 | -0.4 | 0
CCOc1ccc2oc(C(=O)N(C)CCc3ccc(OC)c(OC)c3)c(C)c2c1 | 9 | 0.9 | -0.1 | 3 | 0.2 | -9 | x | -0.4 | -4
COc1cccc2sc3ccc(C#CC4(O)CCCCC4)cc3c(=O)c12 | 20 | 6.8 | 2.2 | -3 | x | 11 | 5 | i | -2
CN(C)c1ccc(C2NCC(CCl)O2)cc1 (stereo unspecified) | -2 | -0.6 | 3.2 | -12 | x | 2 | 0 | i | -13
CC(=O)N1N=C(c2ccccc2)OC12CCCC2 | -2 | 1.6 | -1.1 | -14 | -0.9 | 1 | -1 | i | 1
O=C(c1ccc(N2C(=O)CCC2=O)cc1)N1CCN(c2ccccc2)CC1 | 5 | -1.6 | -0.6 | -13 | x | 1 | -3 | 1.4 | 1
CCCCCC1C(=O)CCC1CC(=O)OC (stereo unspecified) | -3 | -0.4 | 0.4 | -17 | 0.3 | 1 | x | -0.4 | -4
Cc1ccccc1NC(=O)CC1SCCNC1=O (stereo unspecified) | 2 | -0.1 | -0.2 | 9 | x | 4 | 3 | 2.4 | -3
Cc1ccc(NC(=O)CC2C(=O)N(Cc3ccccc3)C(=S)N2NC(=O)c2ccccc2)c(C)c1 (stereo unspecified) | -2 | 1.8 | 0.6 | -5 | 0.3 | -8 | -1 | -0.3 | -2
c1cncc(CNc2ncn[nH]2)c1 | 5 | -0.5 | 0.5 | -7 | -0.1 | 0 | -1 | -0.6 | 0
O=C(Nc1ccc2c(c1)OCCO2)C1CCN(C(=O)c2ccccc2)CC1 | 3 | -1.8 | -0.4 | 7 | x | 0 | -4 | x | -6
Cc1cc(/C=C(\C#N)C(=O)O)c(C)n1CC(C)C | -4 | -1.7 | 0.4 | 2 | -0.2 | -10 | 4 | -0.3 | -2
CS(=O)(=O)NCCCCNc1ccc(C(F)(F)F)cc1[N+](=O)[O-] | 2 | -0.4 | -0.6 | 12 | 2.7 | -23 | -3 | 0.9 | -8
CCOc1ccc(-c2c(=O)n(OCc3ccccn3)c3ccccc3[n+]2[O-])cc1 | 2 | -0.3 | 1.3 | -3 | x | -13 | 1 | i | 0
CCOC(=O)C1=C(COC(=O)c2ccc3ccccc3c2O)NC(=O)NC1C (stereo unspecified) | 14 | 6.1 | -0.1 | 9 | 0.7 | 5 | x | 0.0 | -2
CC(C)Oc1ccc(N2CC(C(=O)Nc3ccccc3C(=O)NC3CC3)CC2=O)cc1 (stereo unspecified) | 10 | 0.6 | -0.9 | -19 | 1.6 | -7 | x | -0.7 | -7
CC(C)COC(=O)N1CCN(S(=O)(=O)c2ccc3c(c2)CCC3)CC1 | 5 | -0.8 | -1.6 | -3 | 0.0 | 6 | x | -0.6 | -3
Cc1ccc(Cl)cc1N1CCN(C(c2ccc(C#N)cc2)c2nnnn2C2CCCC2)CC1 (stereo unspecified) | 26 | 2.6 | 0.7 | -6 | x | -2 | -2 | -1.1 | 3
COc1ccc([N+](=O)[O-])cc1N(CC(=O)NCCSc1ccccc1)S(C)(=O)=O | 2 | -0.6 | -1.4 | -4 | 0.1 | -12 | 1 | -0.6 | 4
O=C1CC(Sc2cccs2)C(=O)N1c1ccccc1 (stereo unspecified) | 2 | 0.6 | u | -9 | 0.2 | -4 | 2 | 0.7 | -6
CCOC(=O)c1c(N)n(CCN2CCCCC2)c2nc3ccccc3nc12 | -6 | 11 | 1.6 | -3 | 0.9 | -7 | -2 | -0.4 | 0
CN(C)S(=O)(=O)c1ccc(NC(=O)CN2CCC(Cc3ccccc3)CC2)cc1 | 11 | 0.2 | 0.3 | -5 | -0.4 | 1 | 1 | -0.9 | 2
CCCCC[C@@H](/C=C/C1C(=O)C=C[C@H]1C/C=C\CCCC(=O)O)OC(C)=O (stereo partly specified) | 11 | 2.9 | 0.3 | -4 | 0.2 | 4 | x | i | 0
COc1ccccc1CNC(=O)C1CC2Cn3c(nc4cc(Cl)c(Cl)cc43)C2N1C (stereo unspecified) | 35 | u | 0.3 | -24 | -5.6 | -1 | x | 5.0 | -5
COc1ccc(CN(C)C(=O)c2cnc(C)cn2)c(OC)c1OC | 7 | -0.4 | 1.4 | -6 | 1.6 | -4 | -6 | i | 10
CC(C(=O)Nc1ccc(C#N)cc1)N(C)CC(=O)Nc1ccccc1Br (stereo unspecified) | 2 | -1.0 | -0.6 | 4 | 0.6 | -2 | -1 | -1.0 | 0
CC(=O)O/N=C(\N)c1ccc(-c2csnn2)cc1 | 6 | 0.4 | 2.2 | x | 0.7 | 5 | -3 | -0.4 | -9
COc1ccc(-c2nsc3c(N4CCCCC4C)ncnc23)cc1 (stereo unspecified) | -5 | 1.8 | 1.4 | -20 | 1.2 | 5 | 1 | -0.5 | -2
O=C(Nc1cccc2ccccc12)N1Cc2ccccc2-n2nncc2C1 | 6 | x | 0.2 | x | 0.0 | 3 | x | i | -7
Cc1ccc(S(=O)(=O)N[C@@H](Cc2ccccc2)C(=O)N2CCC(C(=O)N[C@H](C(=O)O)C(C)O)CC2)cc1 (stereo partly specified) | 1 | -1.7 | 1.8 | -1 | 1.3 | 2 | -4 | i | 20

Structures from the list above with a Cl atom (seven):
SMILES | Yp Topo-I inh | PfHsp40 rescue | BoNT A protease | SSB-PriA inh | TcdB inh | PrPC TRFRET | 3CLpro inhibitor | Vc quorum ag | Anthrax LF prot
COc1ccc(CN(Cc2ccc(C(=O)O)cc2)C(=S)Nc2ccccc2Cl)cc1OC | -3 | -0.2 | -0.6 | -7 | 1.2 | 0 | 1 | i | -4
Cc1ccc(NC(=O)N2CCC(c3nc4c(nnn4Cc4cccc(Cl)c4)c(=O)[nH]3)CC2)cc1 | 21 | 12 | -0.3 | 6 | x | -6 | -1 | -5.6 | -2
CNC(=O)N(O)C1N(/N=C/c2c(F)cccc2Cl)C(=S)SC1(C)C (stereo unspecified) | -1 | -0.1 | -0.8 | x | 0.3 | 10 | 4 | -0.6 | 8
COC(=O)C1=CN(C)C=C(C(=O)OC)C1c1ccccc1Cl | 8 | 17 | -0.8 | -8 | x | 7 | 2 | -0.7 | -4
CN(C)c1ccc(C2NCC(CCl)O2)cc1 (stereo unspecified) | -2 | -0.6 | 3.2 | -12 | x | 2 | 0 | i | -13
Cc1ccc(Cl)cc1N1CCN(C(c2ccc(C#N)cc2)c2nnnn2C2CCCC2)CC1 (stereo unspecified) | 26 | 2.6 | 0.7 | -6 | x | -2 | -2 | -1.1 | 3
COc1ccccc1CNC(=O)C1CC2Cn3c(nc4cc(Cl)c(Cl)cc43)C2N1C (stereo unspecified) | 35 | u | 0.3 | -24 | -5.6 | -1 | x | 5.0 | -5

Compound activity (PubChem)

A portion of the library; rates above refer to the full screens.
